# High-throughput results: PubChem BioAssay, several laboratories
# IDE cell activ – IDE (human) activation, cell-based; HEK cells, FAbeta-B cleavage, fluorescence polarization; 0% vehicle, 100% cell-free pure enzyme wells; 340,000 compounds, 0.073% hits; activation, % at 5.96 µM; P14735;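 active = activation above the mean of all tested compounds plus 3 SD, set per screening campaign, cut at about 17% in these data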
# Target sequence (P14735 whole entry, looked up): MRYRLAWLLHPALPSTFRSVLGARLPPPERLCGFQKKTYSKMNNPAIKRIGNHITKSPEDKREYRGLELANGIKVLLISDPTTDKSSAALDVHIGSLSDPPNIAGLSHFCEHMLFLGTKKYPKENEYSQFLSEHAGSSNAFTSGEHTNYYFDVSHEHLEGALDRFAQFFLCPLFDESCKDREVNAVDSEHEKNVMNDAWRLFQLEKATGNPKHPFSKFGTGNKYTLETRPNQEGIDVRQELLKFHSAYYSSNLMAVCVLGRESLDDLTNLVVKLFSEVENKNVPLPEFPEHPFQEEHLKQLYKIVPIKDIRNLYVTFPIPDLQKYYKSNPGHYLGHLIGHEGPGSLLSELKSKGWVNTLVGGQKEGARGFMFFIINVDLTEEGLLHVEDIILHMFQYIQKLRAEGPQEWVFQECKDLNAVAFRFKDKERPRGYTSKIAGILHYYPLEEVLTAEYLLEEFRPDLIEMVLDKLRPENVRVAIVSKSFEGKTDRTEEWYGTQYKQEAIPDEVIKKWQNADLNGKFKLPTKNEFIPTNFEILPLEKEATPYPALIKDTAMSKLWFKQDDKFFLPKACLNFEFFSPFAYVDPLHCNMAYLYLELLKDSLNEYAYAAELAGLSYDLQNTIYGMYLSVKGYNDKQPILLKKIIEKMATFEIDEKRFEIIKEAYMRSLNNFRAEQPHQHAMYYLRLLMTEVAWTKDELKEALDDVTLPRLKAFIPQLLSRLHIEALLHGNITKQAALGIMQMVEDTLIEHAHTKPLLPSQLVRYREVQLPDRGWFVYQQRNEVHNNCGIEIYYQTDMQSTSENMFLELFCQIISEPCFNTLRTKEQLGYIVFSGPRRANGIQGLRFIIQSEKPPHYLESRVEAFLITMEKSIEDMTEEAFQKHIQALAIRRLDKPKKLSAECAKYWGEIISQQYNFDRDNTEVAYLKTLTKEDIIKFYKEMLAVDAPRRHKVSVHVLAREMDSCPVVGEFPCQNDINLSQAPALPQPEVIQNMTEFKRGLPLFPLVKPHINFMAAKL
# p-CIP stab down – lowers stability of the mouse p/CIP coactivator protein; Q05BA5; F442A p/CIP-EGFP cells, EGFP fluorescence, 16 h; decrease of EGFP signal, % at 10 µM; 290,000 compounds, 0.01% hits; AID 1984;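 active = EGFP signal decrease of at least 30% at 10 µM or well 3 SD below plate mean, unless failing retest; inactive = the rest, including hits failing retest or dose response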; note: some compounds called inactive have numbers as strong as hits; many of its hits are not listed in these tables
# IMP-1 inh – blocks Pseudomonas aeruginosa IMP-1 metallo-beta-lactamase | 290,000 compounds, 0.45% hits | purified IMP-1, nitrocefin hydrolysis, epi-absorbance fluorescence | AID 1556 | inhibition, % at 5.6 µM;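 active = inhibition above the mean plus 3 SD of all compounds in the same screening run, cut at about 4.5% in these data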;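 note: 0% = IMP-1 with DMSO and 100% = DMSO wells lacking enzyme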
#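 System: purified IMP-1 / Input: IMP-1 dispensed at 0.2 nM / Medium: 50 mM HEPES pH 7.1, 50 µM ZnSO4, 0.05% Brij 35 / Timing: 15 min enzyme–compound preincubation, then 25 min nitrocefin reaction, 25 °C / Technique: plate fluorescence quenching by hydrolysis product, ex 480/em 530 nm / Repeats: singlicate testing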
# IDE cell inh – cellular human IDE inhibition | P14735 | inhibition, % at 5.59 µM | 320,000 compounds, 0.41% hits | AID 434962 | HEK cells, FAbetaB cleavage, fluorescence polarization;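 active = percent inhibition above the average of all tested compounds plus 3 SD, set per screening campaign, cut at about 16% in these data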;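 note: IDE supplied by intact live HEK cells; FP after avidin binding of uncleaved biotin substrate so inhibition keeps polarization high; 0% = DMSO wells and 100% = 60 µM reference IDE inhibitor Ii1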
# VIM-2 inhibitor – blocks Pseudomonas aeruginosa VIM-2 metallo-beta-lactamase; inhibition, % at 5.6 µM; 290,000 compounds, 0.89% hits; purified VIM-2, nitrocefin hydrolysis, epi-absorbance fluorescence; AID 1527;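 active = inhibition above the mean of all tested compounds plus 3 SD, cutoff set per screening run, cut at about 7.5% in these data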;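 note: red hydrolysis product quenches plate fluorescence so inhibitors raise well fluorescence; 0% = enzyme with DMSO and 100% = DMSO without enzyme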
# GalR3 antag – blocks the human galanin receptor 3; O60755; HEK293 GalR3-CNG cAMP membrane potential fluorescence; galR3 body fused to GalR1 C-terminus; inhibition, % at 3 µM; 360,000 compounds, 0.44% hits;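 active = inhibition above the screen-wide average plus 3 SD, cut at about 13% in these data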;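 note: forskolin and galanin both at EC90 stimulate the cells; cAMP rise reported by CNG channel membrane potential dye signal; 0% = forskolin plus galanin with DMSO and 100% = forskolin alone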
# SUMO HTRF inh – inhibitors of human SUMOylation (UBC9). HTRF SUMOylation assay, SAE1/SAE2 + UBC9, in vitro. 290,000 compounds, 0.36% hits. inhibition, % at 35 µM. P63279; in the data active = inhibition above about 50%, passing the limit was not always enough; note: strong numbers were not always called active
# CRFR2-BP antag – antagonists of CRF-binding protein/CRF-R2 receptor complex. HEK293 CRF-R2/CRF-BP, CRF-induced calcium fluorescence. inhibition, % at 11.8 µM. 350,000 compounds, 0.59% hits. AID 588475;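 active = inhibition of the ligand-induced calcium signal above about 50% at the single tested concentration, limit read from the data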
# HCV NS3 hel inh – inhibitors of Hepatitis C virus NS3 helicase. NS3 helicase DNA unwinding, Cy5 molecular beacon fluorescence. inhibition, % at 10.9 µM. 290,000 compounds, 0.56% hits. AID 1800;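 active = inhibition above the mean of all tested compounds plus 3 SD, set per campaign, cut at about 35% in these data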;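 note: 0% = DMSO wells and 100% = thioflavine S control wells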
#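 Compound dosing – single dose, 10.9 µM nominal final, DMSO 0.8% final · System – NS3 helicase fragment of HCV · Buffer or medium – MOPS pH 6.5, MgCl2, DTT, Tween20, BSA · Signal – Cy5 beacon fluorescence read at start and 1 h · Also added – annealed dual-labelled DNA beacon duplex, ATP-started · Schedule – 1 h at 25 °C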
# An asterisk follows results filed as active; · = not tested or not shown.
SMILES,IDE cell activ,p-CIP stab down,IMP-1 inh,IDE cell inh,VIM-2 inhibitor,GalR3 antag,SUMO HTRF inh,CRFR2-BP antag,HCV NS3 hel inh
NC(=O)C1(N2CCCCC2)CCN(C(=S)Nc2cccc(Cl)c2)CC1,1.2,-10.4,-6.1,-0.1,-5.7,3.8,23.6,-7.1,10.5
O=C(NCC1CC1)Nc1cccc(Cl)c1,3.8,-0.5,-2.1,-3.2,-2.4,-7.8,4.8,-2.3,2.9
O=C(CSc1ncn(-c2ccccc2)n1)Nc1ccc2c(c1)OCCO2,2.5,-6.2,-4.0,-0.9,-1.5,-4.6,26.7,13.1,-6.0
CCOc1ccc2nc(N(CCCN(C)C)C(=O)c3ccc4c(c3)CCCC4)sc2c1,7.3,-7.2,-1.6,-0.7,-2.6,-1.2,1.9,-29.5,-29.6
COC(=O)C1=C(C)N(CCc2c[nH]c3ccc(OC)cc23)C(=O)C1,3.6,5.9,-0.6,-1.1,-0.2,-3.4,1.0,-1.7,-3.7
COc1ccc(OC)c2sc(N(CCN(C)C)C(=O)/C=C/c3cccs3)nc12,-1.3,-6.3,11.2*,-8.6,5.4,-11.8,-7.0,10.0,-17.3
COC(=O)c1ccc(OCC(O)CN(CC(C)C)CC(C)C)cc1 (stereo not drawn),1.6,4.1,-1.4,4.6,-1.4,1.8,9.6,13.6,-4.5
O=C1C(=O)N(CCN2CCOCC2)C(c2ccccc2)/C1=C(\O)c1ccc2c(c1)OCCO2 (stereo not drawn),-0.5,-7.6,-1.4,-8.6,0.5,-0.9,11.2,-16.3,8.1
O=C(CCc1nc(-c2ccccc2)no1)NCc1ccccc1CN1CCOCC1,4.3,·,·,2.6,·,2.2,·,-1.9,·
COC(=O)c1ccc(NC(=O)CSCc2ccccc2C)cc1,-1.5,0.2,-3.3,0.3,0.5,·,-16.4,-22.9,-5.0
CCCCC(c1nnnn1C1CCCC1)N1CCN(C2CCCC2)CC1 (stereo not drawn),5.9,-17.4,-2.0,2.3,-1.7,-3.8,-5.1,-3.0,7.2
CC(Sc1nc(N)cc(=O)[nH]1)C(=O)Nc1cccc(Cl)c1 (stereo not drawn),3.0,-16.9,-1.3,-2.6,-1.5,-3.8,-12.4,-5.1,-1.1
Cc1ccccc1CS(=O)(=O)c1ccc(C(=O)N2CCOCC2)cc1[N+](=O)[O-],-2.6,-5.6,-0.6,-3.5,-1.1,3.2,9.9,-4.5,-3.9
O=C(NCCc1ccc(S(=O)(=O)N2CCCC2)cc1)c1cccs1,-1.6,3.9,-1.6,1.6,0.4,-2.4,14.4,10.7,3.6
CCn1nnc(NC(=O)c2cccnc2)n1,-4.1,-6.6,-7.2,-1.2,-5.5,0.8,28.6,13.4,4.9
CCOC(=O)c1ccc(NC(=O)CC2S/C(=N/N=C3/NC(=O)CS3)NC2=O)cc1 (stereo not drawn),3.3,5.0,-3.6,-3.3,-4.6,-4.2,-30.7,-5.2,-19.9
COc1ccc(S(=O)(=O)N2CCCC(C(=O)NCCCn3ccnc3)C2)cc1OC (stereo not drawn),-2.1,-2.2,-1.4,5.0,-0.9,-8.7,3.1,-0.5,9.3
O=C1CSC(c2ccccc2)N1Cc1ccccc1 (stereo not drawn),-1.6,5.8,-2.2,4.5,-1.8,-0.9,-6.9,·,-4.9
Cc1ccccc1CNC(=O)C1CCCN(c2cnccn2)C1 (stereo not drawn),-4.0,-3.4,-0.8,-5.9,-1.9,0.3,18.3,-3.6,8.0
Cn1cc(C(=O)NCC(=O)Nc2ccccc2Br)cn1,2.1,·,·,-4.0,·,-4.6,·,6.4,·

# Whole records as entered above:
# CCOc1ccc2nc(N(CCCN(C)C)C(=O)c3ccc4c(c3)CCCC4)sc2c1 as listed: IDE cell activ: 7.3; p-CIP stab down: -7.2; IMP-1 inh: -1.6; IDE cell inh: -0.7; VIM-2 inhibitor: -2.6; GalR3 antag: -1.2; SUMO HTRF inh: 1.9; CRFR2-BP antag: -29.5; HCV NS3 hel inh: -29.6
# O=C(NCCc1ccc(S(=O)(=O)N2CCCC2)cc1)c1cccs1 as listed: IDE cell activ: -1.6; p-CIP stab down: 3.9; IMP-1 inh: -1.6; IDE cell inh: 1.6; VIM-2 inhibitor: 0.4; GalR3 antag: -2.4; SUMO HTRF inh: 14.4; CRFR2-BP antag: 10.7; HCV NS3 hel inh: 3.6
# O=C(CSc1ncn(-c2ccccc2)n1)Nc1ccc2c(c1)OCCO2 as listed: IDE cell activ: 2.5; p-CIP stab down: -6.2; IMP-1 inh: -4.0; IDE cell inh: -0.9; VIM-2 inhibitor: -1.5; GalR3 antag: -4.6; SUMO HTRF inh: 26.7; CRFR2-BP antag: 13.1; HCV NS3 hel inh: -6.0

# More compounds
SMILES,IDE cell activ,p-CIP stab down,IMP-1 inh,IDE cell inh,VIM-2 inhibitor,GalR3 antag,SUMO HTRF inh,CRFR2-BP antag,HCV NS3 hel inh
Cc1ccc(Sc2ncccc2C(=O)O)cc1C,5.1,-22.0,-2.6,-1.3,-4.4,-3.8,-1.7,5.5,4.1
CC(C)C(=O)Nc1ccc(-c2nnc(-c3ccccc3)o2)cc1,0.0,11.0,2.8,·,-0.7,-7.5,25.3,-2.4,1.3
CCOC(=O)Cn1nc2sc3ccccc3n2c(=O)c1=O,-4.3,-4.4,-1.5,4.8,-1.6,5.0,8.0,-3.0,5.8
COc1cccc(NC(=S)N(CCc2c(C)[nH]c3ccc(C)cc23)Cc2cccs2)c1,1.9,-4.1,-0.9,3.6,0.7,2.5,-35.1,-12.7,-24.7
Cc1ccc(-c2n[nH]c(=S)n2/N=C/C=C/c2ccccc2[N+](=O)[O-])cc1,0.9,3.2,-2.9,-0.4,-5.2,-1.8,36.3,26.0,0.0
CC(=O)N1c2ccc(S(=O)(=O)NCC3CCC(C(=O)NCc4ccco4)CC3)cc2CC1C (stereo not drawn),0.4,-4.5,-2.2,4.5,-1.6,-8.0,11.2,10.1,8.9
COc1cc2oc3ccccc3c(=O)c2cc1OC,-0.3,-0.7,-2.4,-0.2,14.2*,·,40.0,5.0,-15.4
CCOc1ccc(Nc2oc(Cc3ccccc3)nc2C#N)cc1,3.6,-2.8,-1.3,2.3,-0.7,-6.0,7.7,45.1,-14.6
CC(C)(C)N1CC(C(=O)Nc2ccc(S(N)(=O)=O)cc2)CC1=O (stereo not drawn),-0.5,3.0,1.2,3.6,2.5,-7.5,-1.4,5.5,28.4
C=CCNC(=O)CCCCC(=O)NCC=C,2.1,-2.9,-2.7,6.5,-1.5,-3.6,0.9,-11.8,-8.0
COC(=O)c1c(NC(=O)c2ccn(C)n2)sc2c1CCC2,5.2,12.0,-4.2,2.7,1.3,-0.4,6.4,-12.9,5.7
C/C(=N\NC(=O)C(=O)Nc1cc(C)ccc1C)c1ccncc1,3.3,6.9,-4.1,6.2,-2.5,-6.3,12.5,-9.0,6.9
CCN(CC)CCN(CC)Cc1ccccc1Br,7.5,9.0,-1.9,1.2,-1.3,-7.7,26.1,-4.4,-2.7
Cc1csc(CN(C)C(=O)CC2C(=O)NCCN2Cc2ccc(F)c(F)c2)n1 (stereo not drawn),7.1,16.3,1.0,2.5,0.3,-2.8,1.4,-7.8,-3.3
COc1ccc(NC(=O)CN2CCN(CC(=O)Nc3ccccc3F)CC2)c(OC)c1,0.1,-0.1,1.8,1.1,-1.1,-0.7,8.0,-2.0,-6.9
Brc1ccc(C=Nc2ccc3c(c2)OCCOCCOCCO3)s1,4.6,4.0,-0.5,-2.9,1.4,0.9,-5.8,18.9,-8.4
COc1ccc(N(CC(=O)N/N=C/c2cccnc2)S(=O)(=O)c2ccccc2)c(OC)c1,0.2,-3.9,-3.4,2.9,-2.1,-2.5,11.4,-7.2,-3.0
CCOC(=O)C1=C(C)N(CC)C(=S)NC1c1ccccc1OC(F)F (stereo not drawn),8.8,-21.0,-2.7,5.8,-2.2,0.9,-20.3,10.7,5.9
c1coc(CN2CNc3nc4ccccc4n3C2)c1,4.0,0.2,-4.6,-6.1,-2.0,-1.1,16.4,-2.9,-5.9
Cc1cc(C(=O)NC2CCCC2)c2ccccc2n1,1.2,-0.4,-3.3,-2.3,-1.2,-6.7,3.4,4.8,4.8
CCCOC(=O)c1ccc(NC(=O)C2C3CCC(C3)C2C(=O)O)cc1 (stereo not drawn),1.0,-7.4,-0.1,-2.6,0.5,-2.5,11.1,0.1,5.5
CCOC(=O)C1CCCN(CC(=O)c2ccc(F)cc2)C1 (stereo not drawn),-0.8,-3.3,1.3,-0.2,-0.8,-7.8,10.8,-2.0,-4.6
CSc1nc2ccc3nc(NC(=O)c4ccc(Cl)s4)sc3c2s1,3.3,-7.0,-4.2,0.3,-3.2,·,-0.4,6.9,3.9
Cc1ccc(NC(=O)C2COc3ccccc3O2)cc1S(=O)(=O)N1CCCCC1 (stereo not drawn),-1.5,·,·,-1.0,·,-5.5,·,-4.3,·
O=C(Nc1ccc(O)cc1)/C(=C\c1ccncc1)NC(=O)c1ccccc1,2.5,-17.0,-2.6,3.2,-1.1,9.5,6.9,-7.4,8.1
COc1ccc(C(=O)Nc2ccccc2C(=O)NC(C)C)cc1OC,2.5,0.8,-0.3,0.9,-2.8,-2.3,13.1,14.4,0.2
CC1(C)CC(CC(=O)NC(=S)Nc2ccc([N+](=O)[O-])cc2)C(=O)O1 (stereo not drawn),0.8,-10.3,-1.7,8.5,-1.3,-4.6,14.4,-7.2,11.2
O=c1[nH]c(C2CCN(S(=O)(=O)/C=C/c3ccccc3)CC2)nc2c1nnn2Cc1ccccc1,-3.3,-2.4,-1.5,6.3,-2.4,-7.8,4.5,31.2,-12.9
O=C(NCc1ccccn1)c1n[nH]c(=O)c2ccccc12,2.6,-12.2,-2.4,1.0,-1.2,4.1,13.8,12.5,-9.6
Cn1c(CNC(=O)c2cccs2)nnc1SCC(=O)Nc1ccc(Cl)cc1,0.8,-0.6,-0.8,-1.9,0.1,-1.9,6.3,-14.5,-3.1
O=C(CSc1ncccn1)Nc1ncc(C(F)(F)F)cc1Cl,0.1,-1.5,-2.5,-5.0,-1.1,-3.9,13.6,0.5,6.3
O=C(CSCc1ccc(Cl)cc1)NN=C1CCCC1,3.1,-0.8,-1.4,-4.4,-5.5,-2.3,4.2,-4.1,9.1
O=C(NCC(c1ccco1)N1CCCCC1)c1ccc(S(=O)(=O)Nc2ccccc2)cc1 (stereo not drawn),-0.4,·,·,0.8,·,0.3,·,-21.1,·
CC1(C)CC(=O)C(C=NCCC2=CCCCC2)=C(O)C1,2.3,-0.3,-1.7,0.5,-3.4,-3.2,-12.2,-0.2,2.5

# Random excerpt: two records from the list, in no set order.
SMILES,IDE cell activ,p-CIP stab down,IMP-1 inh,IDE cell inh,VIM-2 inhibitor,GalR3 antag,SUMO HTRF inh,CRFR2-BP antag,HCV NS3 hel inh
O=C(CSc1ncccn1)Nc1ncc(C(F)(F)F)cc1Cl,0.1,-1.5,-2.5,-5.0,-1.1,-3.9,13.6,0.5,6.3
CC1(C)CC(=O)C(C=NCCC2=CCCCC2)=C(O)C1,2.3,-0.3,-1.7,0.5,-3.4,-3.2,-12.2,-0.2,2.5
